Compound activity (PubChem)
OTUD3 inh: blocks human OTUD3 ubiquitin-rhodamine cleavage; Q5T2D3; purified OTUD3, Ub-rhodamine fluorescence, 2 h; inhibition, % at 25 µM; hit rate 0.7% among 47,000; AID 1645858
USP17 block: inhibitors of human USP17 deubiquitinase | A8MUK1 | purified USP17, Ub-rhodamine cleavage fluorescence, 3 h | inhibition, % at 50 µM | hit rate 6.5% among 47,000 | AID 1645855
USP28 block: human USP28 deubiquitinase inhibition. purified USP28, Ub-rhodamine cleavage fluorescence, 30 min. AID 1645857. Q96RU2. inhibition, % at 25 µM. hit rate 3% among 47,000
USP10 inh: inhibitors of human USP10 deubiquitinase; Q14694; purified USP10, Ub-rhodamine fluorescence, 60 min; inhibition, % at 20 µM; hit rate 1.1% among 47,000; AID 1645856
USP30 block: inhibitors of human USP30 deubiquitinase; Q70CQ3; purified USP30, Ub-rhodamine cleavage fluorescence; inhibition, % at 25 µM; hit rate 5.3% among 47,000
UCHL1 block: human UCHL1 deubiquitinase inhibition; purified UCHL1, Ub-rhodamine cleavage fluorescence; hit rate 0.2% among 47,000; P09936; inhibition, % at 20 µM; AID 1645859
USP8 inh: inhibitors of human USP8 deubiquitinase; P40818; purified USP8, Ub-rhodamine cleavage fluorescence, 30 min; inhibition, % at 20 µM; hit rate 4.2% among 47,000
USP7 block: inhibitors of human USP7 deubiquitinase; hit rate 0.3% among 47,000; Q93009; inhibition, % at 20 µM; purified USP7, Ub-rhodamine cleavage fluorescence
Target sequence (Q93009 whole entry, looked up): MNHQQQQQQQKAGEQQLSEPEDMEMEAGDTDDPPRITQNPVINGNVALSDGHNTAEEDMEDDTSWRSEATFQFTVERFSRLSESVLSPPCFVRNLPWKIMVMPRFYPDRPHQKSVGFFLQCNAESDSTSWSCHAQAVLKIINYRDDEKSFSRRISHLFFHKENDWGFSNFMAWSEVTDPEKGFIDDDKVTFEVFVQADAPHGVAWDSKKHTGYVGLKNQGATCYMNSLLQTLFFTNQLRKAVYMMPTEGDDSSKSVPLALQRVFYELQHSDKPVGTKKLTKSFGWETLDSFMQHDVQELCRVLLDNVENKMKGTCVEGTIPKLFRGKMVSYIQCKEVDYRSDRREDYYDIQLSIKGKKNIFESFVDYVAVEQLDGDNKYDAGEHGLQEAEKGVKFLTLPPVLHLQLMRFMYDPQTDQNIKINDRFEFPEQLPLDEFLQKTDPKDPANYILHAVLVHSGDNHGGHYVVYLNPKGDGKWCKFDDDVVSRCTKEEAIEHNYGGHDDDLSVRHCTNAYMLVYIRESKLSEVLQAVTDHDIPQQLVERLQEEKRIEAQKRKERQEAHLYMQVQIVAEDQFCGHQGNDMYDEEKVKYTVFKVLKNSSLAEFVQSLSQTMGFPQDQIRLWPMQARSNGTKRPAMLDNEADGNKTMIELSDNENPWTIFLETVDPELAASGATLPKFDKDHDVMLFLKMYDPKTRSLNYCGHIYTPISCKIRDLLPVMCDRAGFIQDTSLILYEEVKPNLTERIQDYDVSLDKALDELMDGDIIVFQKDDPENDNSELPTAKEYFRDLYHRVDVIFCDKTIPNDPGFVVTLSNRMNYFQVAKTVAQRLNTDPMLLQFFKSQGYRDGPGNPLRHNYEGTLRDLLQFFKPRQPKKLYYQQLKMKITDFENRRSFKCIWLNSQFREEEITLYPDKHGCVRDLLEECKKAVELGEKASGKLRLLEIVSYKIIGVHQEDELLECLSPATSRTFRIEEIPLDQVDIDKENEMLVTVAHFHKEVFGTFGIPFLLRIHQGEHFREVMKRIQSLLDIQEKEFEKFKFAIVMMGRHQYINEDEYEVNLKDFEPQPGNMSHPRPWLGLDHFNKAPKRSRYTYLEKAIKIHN
Active calls of the source: *; i = inactive; nt = not tested or not shown. Cut-off read from the data, not from the text of the source: active = inhibition above about 30%; inactive = the rest.

SMILES	OTUD3 inh	USP17 block	USP28 block	USP10 inh	USP30 block	UCHL1 block	USP8 inh	USP7 block
Cc1nnc(-c2cccnc2N2CCN(C(=O)c3ccc(C)s3)CC2)o1	7.4	3.3	4.2	-1.6	9.8	1.5	15.0	4.7
N#Cc1ccc(Oc2ccc(S(=O)(=O)N3CCOCC3)cc2[N+](=O)[O-])cc1	8.1	-17.4	-6.1	-0.4	-3.8	-0.9	-138.2	-17.8
COc1ccc(C)cc1NC(=O)NCCc1cn(C)c2ncccc12	-2.5	2.4	15.6	0.5	5.2	1.4	9.6	2.0
O=C(c1cccnc1)N1CCC2(CCC(N3CCCC3)c3ccccc32)CC1 (stereo unspecified)	0.4	-16.5	-7.7	1.4	1.6	-4.0	-98.8	-0.1
O=C(NCCc1cnccn1)c1ccc(-n2cccn2)c(C#Cc2ccccc2)c1	-3.6	-5.1	-8.2	-0.5	-1.3	-2.8	-11.5	-7.6
CCOc1ccc(NC(=O)c2cc(-c3ccc(OC)c(OC)c3)nc3ccccc23)cc1	-8.5	-4.0	-18.1	-4.2	-24.0	-0.9	1.3	-1.2
CN1CCCC2(Cc3ccccc3CN(C(=O)Cc3ccccc3)C2)C1 (stereo unspecified)	-3.8	-4.2	-4.9	-2.8	-14.8	-3.8	-2.6	-6.1
CC1=NS(=O)(=O)N(Cc2ccccc2)C=C1C(=O)Nc1ccccc1	-57.9	-85.1	-54.4	-5.1	-299.1	-37.6	-20.3	-38.2
CCN1CCC2(CN(C(C)=O)CC23CCN(C(=O)c2ccc(Cl)cc2)CC3)C1=O (stereo unspecified)	4.3	-3.2	9.3	1.1	17.0	-0.2	-22.1	2.4
CC(CCc1ccccc1)NC(=O)COC(=O)c1ccc(N2CCCC2=O)cc1 (stereo unspecified)	-4.1	13.8	-0.6	-1.1	17.4	-6.5	8.8	-1.0
Cc1nccc(-c2cccc(NC(=O)Nc3ccccc3)c2)n1	10.3	16.6	11.2	2.0	24.0	3.8	23.7	6.8
O=C(Cn1cnc2ccccc2c1=O)NC1CCCC1	-6.8	-0.9	-2.6	-2.4	-8.0	-1.6	-5.2	1.0
CC(NC(=O)c1ccc(F)cc1)C(=O)N1CCN(c2ccccn2)CC1 (stereo unspecified)	-0.6	-0.8	7.9	0.0	0.2	0.3	5.0	0.9
O=C(OCc1csc(-c2ccc(F)cc2)n1)c1ccc(CN2CCCC2=O)cc1	14.9	-0.3	7.1	-3.4	0.5	1.2	3.3	0.9
O=C(Cn1cncc(-c2nc(-c3ccccc3)cs2)c1=O)NC1CCCC1	29.6	66.5*	35.5*	2.0	48.9*	3.1	20.6	4.6
COc1ccccc1CN1C(=O)c2nc3ccccc3n2CC1(C)C(=O)NC1CCCC1 (stereo unspecified)	11.1	-2.1	9.6	1.7	30.3*	5.7	-1.9	7.5
COc1ccccc1NC1CC2(Cc3ccccc3CN(C)C2=O)C1 (stereo unspecified)	-2.6	-0.7	-0.5	-0.2	-15.0	-0.1	-0.1	-0.6
CCc1cc2c(C)cc(=O)oc2c(CN2CCC(Cc3ccccc3)CC2)c1O	3.9	0.2	8.1	-4.8	1.4	0.1	-1.1	8.1
Cc1cccc(S(=O)(=O)N2CCC3(CC2)OC(C(=O)NCC(C)C)Cn2ccnc23)c1 (stereo unspecified)	18.6	-1.0	8.7	-0.5	24.2	1.1	-19.6	-1.0
COc1cc2ccccc2cc1C(=O)Nc1ccc(S(=O)(=O)Nc2cc(C)on2)cc1	-2.1	-7.4	9.6	19.2	-36.2	4.7	21.4	13.7
CCCC(C(=O)Nc1cccc(OC)c1)N1Cc2ccccc2C1=O (stereo unspecified)	3.6	6.6	-0.2	3.5	6.4	1.9	12.9	2.8
Cc1ccc(-c2c(C(=O)NCCc3cccc(C)c3)oc(=O)c3ccccc23)cc1	2.6	0.4	13.6	11.3	24.1	3.4	-9.5	0.0
COCCN1C[C@H]2CN(C)c3ccccc3[C@@H]2N(C(=O)COC(C)=O)CCC1=O	-7.8	-11.0	-12.5	-5.4	-51.7	-0.5	-9.2	-2.5
CC1(C)CC(=O)c2c(C#N)sc(C#N)c2C1	-71.1	18.5	-74.2	-5.6	-260.1	-15.3	60.4*	-45.6
COc1ncccc1CN(C)C(=O)NC1CCCCC1	14.5	0.8	5.6	-0.7	12.8	2.0	23.1	0.6
SMILES	OTUD3 inh	USP17 block	USP28 block	USP10 inh	USP30 block	UCHL1 block	USP8 inh	USP7 block
Cc1noc2nc(C)n(CC(=O)NC3CCCC3)c(=O)c12	6.7	3.3	6.3	-2.8	1.0	1.2	11.8	3.6
O=C(CSc1n[nH]c(-c2ccc(F)cc2)n1)Nc1ccc(F)cc1F	3.8	1.1	10.9	2.0	15.3	2.1	1.3	-17.9
Cn1c(=O)c2c(nc(N3CCCC3)n2CC(O)COc2ccccc2)n(C)c1=O (stereo unspecified)	8.4	3.2	3.1	-0.7	18.6	3.4	-8.7	3.3
COc1ccccc1CC(=O)N1CCC(c2nn(CCN)c3nccnc23)C1 (stereo unspecified)	0.6	9.6	5.2	-0.4	34.6*	0.3	5.5	7.3
COc1ccc(/C=C(\C#N)c2nnc(N=CN(C)C)s2)cc1	-0.4	-13.1	-5.7	-4.7	-11.6	-0.7	-40.4	-7.6
Cc1noc(C)c1S(=O)(=O)NCc1ccc2c(c1)CCN2C(=O)c1ccccc1	2.8	0.1	6.0	-1.2	9.5	1.9	7.8	0.0
COc1cccc(NC(=O)CCC(=O)N2CCSc3ccccc32)c1	-3.2	-5.1	35.4*	5.1	-10.6	2.7	3.5	2.7
COc1cccc(N2CCN(C(=O)c3cc(NC(C)=O)cc4nc(C)ccc34)CC2)c1	-199.4	-172.2	-256.7	-9.8	i	-104.7	-99.1	-108.9
COc1ccccc1-c1cccc(C2CCCN(C(=O)c3ccn[nH]3)C2)n1 (stereo unspecified)	-1.9	0.0	-6.6	0.4	-56.3	1.6	0.0	-0.1
Cc1cccc(NC(=O)Nc2ccccc2OCc2cc(=O)n3cccc(C)c3n2)c1	20.5	9.2	24.0	26.1	29.3	-2.1	36.2*	5.1
O=C(Oc1ccc(-c2nccc(-c3ccccn3)n2)cc1)c1ccco1	-5.3	4.4	-2.5	0.0	-0.7	0.6	1.6	1.7
O=S(=O)(NCc1ccc(Cl)cc1)Oc1ccccc1O	9.5	-37.3	8.9	2.7	4.2	0.1	-168.6	0.0
CN1CCC(N(C(=O)CCc2ccc3c(c2)CCO3)C2CC2)CC1	3.1	2.5	4.8	-2.1	2.4	2.6	-7.3	-4.3
CCOc1cc(C2NC(=O)c3c(sc4c3CCN(C)C4)N2)ccc1OC(=O)c1ccccc1 (stereo unspecified)	-15.6	-18.3	-21.0	-5.6	-68.1	-40.3	-0.1	-40.7
COc1ccc(C(=O)NCC(=O)Nc2nc3ccccc3[nH]2)cc1	-0.1	22.0	-4.3	6.1	12.2	0.0	-1.7	-0.1
CCc1nc2sc(C(c3cccc(OC)c3)N3CCN(C)CC3)c(O)n2n1 (stereo unspecified)	-5.3	3.0	-5.8	2.5	-11.8	-0.1	1.6	0.0
Cc1ccnc2nc(C(=O)NC(C)c3ccc(C(C)C)cc3)nn12 (stereo unspecified)	-28.5	-29.2	-36.5	-10.6	-100.6	-14.4	-22.4	-10.5
Cc1noc(C)c1CC(=O)Nc1cccn2nc(C3CCC3)nc12	-5.0	-13.9	-4.6	-1.3	-52.0	3.5	-54.1	-2.5
COc1ccc(C2CC(=O)N(CC(=O)Nc3ccc4c(c3)OCCO4)c3ccccc3S2)cc1OC (stereo unspecified)	0.1	5.3	-2.8	-3.1	-3.9	-2.1	9.1	2.0
COc1ccc(CC(=O)N2Cc3ccccc3CC3(CCN(C)C3)C2)cc1 (stereo unspecified)	-12.9	-27.4	-13.1	-5.0	-37.8	-3.0	-250.9	-0.5
CCn1c(=O)c(C(=O)NCc2ccccc2F)nc2cccnc21	8.1	4.6	-4.6	-2.2	7.8	1.4	-13.2	1.7
CC(C)OCCCNC(=O)C1(C)CCC(=O)N1Cc1ccc2c(c1)OCO2 (stereo unspecified)	3.2	-0.3	-0.3	-0.5	-2.7	0.3	0.7	1.8
Cc1nc(C2CCCN2C(=O)c2ccc(OCC3CC3)nc2)no1 (stereo unspecified)	-7.0	-1.5	-11.5	-0.5	1.6	-1.4	5.4	-1.7
Cc1c(C(=O)NCc2cccnc2)oc2ccc3c(c12)C(O)CC1(CCCCC1)O3 (stereo unspecified)	-18.0	-28.1	-5.4	-0.2	-21.7	0.5	-26.3	-12.9
Cc1cccc(NC(=O)Cc2cn3ccccc3n2)c1	-99.2	3.9	-5.0	-2.7	0.5	-3.0	0.5	-0.1
SMILES	OTUD3 inh	USP17 block	USP28 block	USP10 inh	USP30 block	UCHL1 block	USP8 inh	USP7 block
CN1[C@@H](CCC(=O)Nc2ccccc2)CNC(=O)[C@@H]2[C@H]1CCN2CC1CC1	-3.5	-2.9	-6.5	-0.7	-10.5	-3.6	-43.7	1.3
COc1ccc(C(=O)c2nc(N3CCOCC3)c3c4c(sc3n2)CCCC4)cc1	4.8	-8.5	nt	-4.2	nt	0.3	-6.6	nt
Cc1ccc(C(=O)Nc2ccc(Oc3cccc(C(F)(F)F)c3)nc2)cc1	-32.0	-14.6	-16.9	-6.0	-50.6	-7.9	-2.1	-3.6
CCN(CCCNS(=O)(=O)c1cccc2cccnc12)c1ccccc1	9.3	9.6	15.2	9.9	-7.7	5.2	-98.5	1.8
O=C(CSc1cn(CC(=O)N2CCCC2)c2ccccc12)Nc1ccc(F)cc1F	7.0	3.4	13.2	0.7	13.7	1.3	-1.0	-4.5
COc1ccc(CCNc2cc3n(c(=O)n2)CCc2cc(OC)c(OC)cc2-3)cc1OC	5.0	-11.6	-19.9	-3.6	-46.2	0.6	-27.8	0.1
O=C(c1cc(S(=O)(=O)N2CCOCC2)ccc1Cl)N1CCn2c1nc1ccccc12	-6.8	-0.1	-0.7	-0.8	-6.5	-2.4	-67.1	-74.1
O=C(CCSc1ccccc1)Nc1ccc(Oc2ccccc2)cc1	6.3	42.2*	2.9	12.7	5.0	5.9	13.2	12.2
COc1cc2cc3c(nc2cc1OC)OCCN(C1CCCCC1)C3	-74.1	-118.5	-157.3	-5.6	-371.9	-15.2	-109.1	-10.5
COc1cccc(NC(=O)Cn2c(=O)cc(-c3ccccc3)c3c(C)nn(-c4ccccc4)c32)c1	16.2	12.7	1.5	4.3	11.2	2.4	9.3	9.6
COc1ccc(NC(=O)c2ccnc(Nc3cccc(C)c3)c2)cc1	5.4	-0.1	2.7	-0.7	0.2	6.0	-151.5	0.1
COc1ccc(-c2nc3ncccc3o2)cc1NC(=O)COc1ccccc1C	-0.1	13.7	-0.1	3.1	5.9	-0.9	3.7	4.0
COc1cccc(C2C3=C(CC(C)(C)CC3=O)Nc3ccccc3N2C(=O)Nc2ccc(Cl)c(Cl)c2)c1 (stereo unspecified)	1.9	3.5	-6.2	3.8	7.2	-1.1	-2.0	3.2
Cc1cc(-c2cnc(NCCCN3CCOCC3)nc2-c2ccco2)on1	-3.0	-10.4	-15.5	-4.8	-65.7	4.0	14.0	-0.2
O=C(CCc1csc(NC(=O)c2ccc(=O)[nH]c2)n1)NCCc1c[nH]c2ccccc12	-13.1	36.5*	-13.5	-6.8	-73.4	-11.6	62.3*	-7.7

9 neighbouring compounds out of the list so far, for reference:
SMILES	OTUD3 inh	USP17 block	USP28 block	USP10 inh	USP30 block	UCHL1 block	USP8 inh	USP7 block
O=C(c1cc(S(=O)(=O)N2CCOCC2)ccc1Cl)N1CCn2c1nc1ccccc12	-6.8	-0.1	-0.7	-0.8	-6.5	-2.4	-67.1	-74.1
O=C(CCSc1ccccc1)Nc1ccc(Oc2ccccc2)cc1	6.3	42.2*	2.9	12.7	5.0	5.9	13.2	12.2
COc1cc2cc3c(nc2cc1OC)OCCN(C1CCCCC1)C3	-74.1	-118.5	-157.3	-5.6	-371.9	-15.2	-109.1	-10.5
COc1cccc(NC(=O)Cn2c(=O)cc(-c3ccccc3)c3c(C)nn(-c4ccccc4)c32)c1	16.2	12.7	1.5	4.3	11.2	2.4	9.3	9.6
COc1ccc(NC(=O)c2ccnc(Nc3cccc(C)c3)c2)cc1	5.4	-0.1	2.7	-0.7	0.2	6.0	-151.5	0.1
COc1ccc(-c2nc3ncccc3o2)cc1NC(=O)COc1ccccc1C	-0.1	13.7	-0.1	3.1	5.9	-0.9	3.7	4.0
COc1cccc(C2C3=C(CC(C)(C)CC3=O)Nc3ccccc3N2C(=O)Nc2ccc(Cl)c(Cl)c2)c1 (stereo unspecified)	1.9	3.5	-6.2	3.8	7.2	-1.1	-2.0	3.2
Cc1cc(-c2cnc(NCCCN3CCOCC3)nc2-c2ccco2)on1	-3.0	-10.4	-15.5	-4.8	-65.7	4.0	14.0	-0.2
O=C(CCc1csc(NC(=O)c2ccc(=O)[nH]c2)n1)NCCc1c[nH]c2ccccc12	-13.1	36.5*	-13.5	-6.8	-73.4	-11.6	62.3*	-7.7

Compounds as they come; any-hit rate near 13%.
